KDM5B inhibitor = Primary screen for KDM5B Histone Demethylases FDH-coupled qHTS | KDM5B demethylase, FDH-coupled NADH fluorescence (FDH is formaldehyde dehydrogenase) | Potency, µM (doses to about 57.7 µM), inactives show at the top dose activity change, negative = inhibition, hits mostly inhibitors | hit rate 2.6% among 220,000 | AID 1347165, 2019; active means well fitted inhibition curve with a large enough effect; inconclusive means small, poorly fitted or top-dose-only effect; inactive means no such curve, though single readings can be large or run the other way; further: 0% is about no effect; nearly all actives have a fitted effect of over 70% in size
Target sequence (Q9UGL1 whole entry, looked up): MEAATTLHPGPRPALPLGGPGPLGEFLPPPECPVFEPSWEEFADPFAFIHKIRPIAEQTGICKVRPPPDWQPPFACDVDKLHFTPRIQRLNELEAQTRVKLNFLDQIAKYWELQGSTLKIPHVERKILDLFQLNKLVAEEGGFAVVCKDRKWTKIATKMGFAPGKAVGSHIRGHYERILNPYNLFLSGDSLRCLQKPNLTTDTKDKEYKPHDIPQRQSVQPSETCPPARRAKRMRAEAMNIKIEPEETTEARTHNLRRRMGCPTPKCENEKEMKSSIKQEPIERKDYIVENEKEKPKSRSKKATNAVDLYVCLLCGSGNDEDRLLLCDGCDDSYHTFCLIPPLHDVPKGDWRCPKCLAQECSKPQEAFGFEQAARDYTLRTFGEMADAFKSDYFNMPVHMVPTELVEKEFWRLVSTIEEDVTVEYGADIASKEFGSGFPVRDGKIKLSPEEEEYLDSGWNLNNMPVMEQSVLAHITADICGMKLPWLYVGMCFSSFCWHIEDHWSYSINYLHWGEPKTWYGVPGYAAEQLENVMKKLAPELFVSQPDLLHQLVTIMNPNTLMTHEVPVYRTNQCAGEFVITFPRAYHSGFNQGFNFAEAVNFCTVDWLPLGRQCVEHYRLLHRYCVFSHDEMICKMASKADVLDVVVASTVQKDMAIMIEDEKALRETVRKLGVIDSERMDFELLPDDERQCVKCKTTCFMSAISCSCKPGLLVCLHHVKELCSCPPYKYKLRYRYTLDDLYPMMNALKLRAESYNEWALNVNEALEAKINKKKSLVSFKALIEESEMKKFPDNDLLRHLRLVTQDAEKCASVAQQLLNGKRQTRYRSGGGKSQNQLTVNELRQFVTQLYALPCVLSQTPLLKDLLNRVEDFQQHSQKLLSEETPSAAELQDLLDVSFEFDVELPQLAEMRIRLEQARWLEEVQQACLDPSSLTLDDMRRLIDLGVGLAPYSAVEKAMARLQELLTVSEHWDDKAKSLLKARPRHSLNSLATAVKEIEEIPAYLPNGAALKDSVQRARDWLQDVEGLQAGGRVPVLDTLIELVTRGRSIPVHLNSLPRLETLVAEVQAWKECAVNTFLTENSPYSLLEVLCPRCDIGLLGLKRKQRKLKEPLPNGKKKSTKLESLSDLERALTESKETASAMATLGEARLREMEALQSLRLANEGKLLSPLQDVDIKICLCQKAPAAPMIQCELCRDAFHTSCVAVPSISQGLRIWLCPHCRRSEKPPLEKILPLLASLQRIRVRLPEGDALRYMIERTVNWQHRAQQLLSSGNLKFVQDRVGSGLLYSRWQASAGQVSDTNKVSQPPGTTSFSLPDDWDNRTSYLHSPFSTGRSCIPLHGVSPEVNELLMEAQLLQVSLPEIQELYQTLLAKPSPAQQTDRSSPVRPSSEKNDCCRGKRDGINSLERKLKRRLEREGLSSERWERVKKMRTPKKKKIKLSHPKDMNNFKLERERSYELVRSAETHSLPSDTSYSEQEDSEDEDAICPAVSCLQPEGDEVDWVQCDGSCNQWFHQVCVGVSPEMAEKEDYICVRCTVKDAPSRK
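Inhibition is measured as reduced NADH fluorescence generation from FDH coupling to formaldehyde release. Truncated KDM5BΔAP at 200 nM final acts on H3K4me3 peptide (12.5 µM in substrate mix) in pH 7.5 HEPES buffer with Tween-20, 30 min, room temperature.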
* = called active by the depositor; ? = inconclusive; [ ] = remark or other dose. Potency means the concentration at half of the fitted maximal effect.

Compound | KDM5B inhibitor
CCN(Cc1ccc(OC)c(OC)c1)C(=O)c1oc2ccc(Cl)cc2c1C | -16%
COc1ccc(/C=C2\SC(=S)N(CCCC(=O)Nc3ccc(O)cc3)C2=O)cc1 | -13%
Cc1cc(C(=O)Nc2ccc(C(O)[C@H]3COCC(=O)N3Cc3ccc(F)cc3)cc2)n(C)n1 (some centres undefined) | -4%
Cc1cnc(C(=O)NCc2ccc(C)s2)cn1 | 17%
O=C(CN1C(=O)CSc2ccccc21)NO | 15%
COc1cccc(C(=O)Nc2nc(-c3nnn(-c4cccc(Cl)c4C)c3C)ns2)c1 | ?
CCn1cc(-c2ccc(Cl)cc2)cc1C(=O)NCCCN1CCOCC1 | -25%
Cc1nc(CC2CCN(C(=O)Nc3ccc4c(c3)OCCO4)CC2)n[nH]1 | -12%
CCc1nc2c(=O)n(CC(=O)N3CCN(c4ccc(Cl)cc4)CC3)nc(C)c2s1 | 6%
CC(C)c1nc(CNC(=O)c2ccc(NC[C@H]3C[C@H]4C=C[C@H]3C43CC3)nc2)no1 | ?
O=C(NCCc1noc(-c2ccccc2)n1)c1ccoc1 | -19%
CN(C(=O)CCn1cnc2c1c(=O)n(C)c(=O)n2C)C1CCCC1 | 18%
COc1ccccc1C(=O)NC1CCN(c2cc(C(F)(F)F)ncn2)CC1 | 31%[activator]
COc1ccc(CC(=O)Nc2ccc(=O)n3c2[C@@H]2C[C@@H](CN(C(=O)c4ccc(OC)cc4)C2)C3)cc1 | 262%[activator]
CCC1=C(C(=O)OC)C(c2ccccc2F)N2C(CC(=O)N3CCCC3)=CSC2=N1 (centres undefined) | -24%
COc1ccc(-c2n[nH]c3c2CC(=O)N(Cc2ccccn2)C3)cc1F | -7%[86.2 µM]
c1c(CN2CCCC3(CCCO3)CC2)nn2c1CNCCC2 (centres undefined) | 10%
O=C(NCc1ccc2c(c1)OCO2)C1CCCN(c2nc3ncccc3o2)C1 (centres undefined) | ?
COC[C@@H]1CN(C(=O)c2ccc3[nH]ccc3c2)C[C@H]1c1ccncc1 | 16%
Cc1ccsc1/C=N/NC(=O)Cn1nc(C)c([N+](=O)[O-])c1C | -2%
Cn1cc(CN2CCOCCNC(=O)CC2)c2ccccc21 | ?
O=c1cc(-c2cccnc2)nc2n(Cc3cccc(F)c3)c3ccccc3n12 | ?
Cc1cc2nc(/C(C#N)=C\c3ccc(OCc4ccc(F)cc4)cc3)[nH]c2cc1C | -10%
O=C(CCn1cnc2ccccc2c1=O)N[C@@H]1COCC[C@H]1Oc1ccccn1 | 35%
O=C(CCNC(=O)C1CC1)NC1CCCCC1 | -3%
CC(C)c1noc(CC2CCN(C(=O)c3ccc(F)cc3Cl)CC2)n1 | 24%
OC1CC(c2cc(N3CCC(c4nnc5n4CCCCC5)CC3)ncn2)C1 (centres undefined) | -17%
CCN(CC)C[C@H]1O[C@H](Cc2cc(-c3ccc(F)cc3)on2)CC[C@@H]1O | 0%[86.2 µM]
O=C(Cc1ccccc1)N1CCCN(c2cc(-c3ccc(Cl)cc3)[nH]n2)CC1 | ?
CCc1nnc(NS(=O)(=O)c2ccc(NCc3cc(Cl)cc(Cl)c3O)cc2)s1 | 37%

Compound | KDM5B inhibitor
CCOC(=O)CSc1nc2sc3c(c2c(=O)n1-c1ccc(OC)cc1)CC(C(C)C)OC3 (centres undefined) | 8%[11.5 µM]
Cc1ccc(CNC(=O)c2cnn3c(C)c(Cc4c(F)cccc4Cl)c(C)nc23)cc1 | ?
CN(CCO)c1ccc2c(c1)Oc1ccccc1CN(Cc1cn(Cc3ccccc3C(F)(F)F)nn1)S2(=O)=O | 31%[activator]
COC(=O)c1sc(NC(=O)c2ccc([N+](=O)[O-])o2)c(C#N)c1C | -14%
Cc1ccc(COC(=O)c2ccc(-c3nnn(Cc4ccc(C)cc4)n3)cc2)cc1 | -16%
O=C(Nc1ccc(F)c(Cl)c1)C1CCN(S(=O)(=O)c2ccc3[nH]c(=O)ccc3c2)CC1 | -12%
COc1ccccc1C(=O)Nc1cccc(C(=O)OCc2cc(=O)n3nc(C4CC4)sc3n2)c1 | -14%
COc1ccc(CCNC(=O)CN(c2ccc(Br)cc2)S(C)(=O)=O)cc1OC | 1%
O=C(CSc1nc(-c2ccccc2)c(-c2ccccc2)o1)NCCCO | -25%
Cc1cc(C)cc(C(=O)Nc2nnc3n2CCS3)c1 | ?
Brc1cccc(-c2nnn3c2nc(NC2CCCCC2)c2ccccc23)c1 | ?
Cn1cc(C(=O)N2CCN(Cc3cccc4ccccc34)CC2)c(-c2ccc3c(c2)OCCCO3)n1 | 10%
CNC(=O)[C@@H](c1ccc(OC)cc1)N1CCC[C@H]1C(=O)N1CCC1 | 9%[86.2 µM]
O=C(CCc1ccccc1)N1CCNc2cnc(Nc3cccnc3)nc2C1 | ?
Cc1ccc(CNC(=O)COC(=O)COc2ccc(C#N)cc2)cc1 | 16%
COc1ccc(OC)c(NC(=O)c2cnn(-c3ccc(C)cc3)c2C2CCNCC2)c1 | ?
CCCCCSc1nnc2c(n1)[nH]c1c(C)cccc12 | 17%[11.5 µM]
COc1ccc(CCC(=O)NC2CC(=O)N(c3ccc(C)c(C)c3)C2)cc1 (centres undefined) | -12%
CC(C)OCCCNC(=O)CN1C(=O)COc2ccc(S(=O)(=O)N3CCCCCC3)cc21 | -13%
CCCNC(=O)CCc1c(C)nc2c(c(C)nn2-c2ccccc2)c1C | ?
COCc1nc(C2CCN(C(=O)NC3CCCCC3)C2)no1 (centres undefined) | 15%
COc1cccc(C2(c3cccc(OC)c3)CC2C(=O)O)c1 (centres undefined) | -2%
CCCCNC(=O)CC(c1cccc([N+](=O)[O-])c1)c1c[nH]c2c(CC)cccc12 (centres undefined) | -14%
CC(C)(N)C(=O)N1CCCC(N2CCN(c3cccc(Cl)c3)CC2)C1 (centres undefined) | 11%
CNC(=S)NNC(=O)c1ccc(Cl)c(Cl)c1 | 6%
CC(=O)N1CCC2(CC1)CN(C(=O)C1CCN(C)CC1)Cc1ccccc1O2 | -13%[115 µM]
COc1ccccc1CN1CCN(C(=O)CC2CCOCC2)CC1 | 9%
CC(C)(C)C1CCc2onc(C(=O)Nc3sc4c(c3C(N)=O)CCCC4)c2C1 (centres undefined) | ?
O=C([C@@H]1C[C@H](F)CN1S(=O)(=O)Cc1cccc(Cl)c1)N1CCCCC1 | -2%
COCCn1c(CNCc2ccc3c(c2)OCO3)nnc1C1CC(N)C1 (centres undefined) | -17%

Arranged by the number under KDM5B inhibitor (largest number first): 5 of the compounds above
Compound | KDM5B inhibitor
Cc1ccc(CNC(=O)COC(=O)COc2ccc(C#N)cc2)cc1 | 16%
CNC(=S)NNC(=O)c1ccc(Cl)c(Cl)c1 | 6%
COc1cccc(C2(c3cccc(OC)c3)CC2C(=O)O)c1 (centres undefined) | -2%
Cc1ccc(COC(=O)c2ccc(-c3nnn(Cc4ccc(C)cc4)n3)cc2)cc1 | -16%
O=C(CSc1nc(-c2ccccc2)c(-c2ccccc2)o1)NCCCO | -25%

New compounds follow
Compound | KDM5B inhibitor
COc1ccc(C(=O)NCC(C)(C)CNC(=O)c2ccc(OC)c(OC)c2)cc1OC | 8%
O=C(CC(c1ccccc1)c1ccccc1Cl)N1CCOCC1 (centres undefined) | -13%
COc1ccc(S(=O)(=O)NNC(=O)C23CC4CC(CC(C4)C2)C3)cc1 | -1%
COC(=O)C1=CN(Cc2ccc(OC)cc2)C=C(C(=O)OC)C1c1ccccc1OC(C)C | ?
Cc1ccc(-n2nc3ccc(NC(=O)c4cc5ccccc5o4)cc3n2)cc1 | ?
O=C(C1=COCCO1)N1CCN(c2ccccc2)CC1 | ?
O=C(NC[C@H]1O[C@@H](CO)[C@@H](O)[C@H]1N1CCCCC1)c1ccccc1 | ?
COc1ccc(N2CC(NC(=O)/C=C\c3ccc4c(c3)OCO4)CC2=O)cc1 (centres undefined) | ?
NC(=O)N\N=C/C=C/C=C/c1ccc(F)cc1 | ?
COc1ccccc1CCN1Cc2cc(NC(=O)Cc3cccs3)ccc2OC(C)C1=O (centres undefined) | -27%
CC(NS(=O)(=O)c1ccccc1)C(=O)NC1CCCC1 (centres undefined) | ?
Cc1nn(CC(=O)N2CCC(C)CC2)c(=O)c2cc3sccc3n12 | -28%
Cc1cc(C)c2cc(C(=O)NC3CCN(S(C)(=O)=O)CC3)[nH]c2c1 | ?
CN1CCCN(C(=O)CN2CC3CC(C2)[C@H]2CCCC(=O)N2C3)CC1 (some centres undefined) | -18%
COc1cc(NC(=O)C2(Cc3ccccc3)CCCCC(=O)N2)cc(OC)c1 (centres undefined) | -17%
CCc1noc(-c2cn(C3CCN(C(=O)c4ccco4)CC3)nn2)n1 | 18%
N#CCCCCOc1ccc(-c2ccccc2)cc1 | -2%
CCCCS(=O)CC(O)CSc1nc(-c2ccc(OC)cc2)cc(-c2ccccc2)c1C#N (centres undefined) | ?
Cc1ccc(CN(C(=O)c2ccco2)c2ccc(CC(=O)NCC3CCCO3)cc2)cc1 (centres undefined) | -30%
CCc1ccc(NC(=O)Cn2c(-c3ccc(F)cc3)nc(C)c(CCO)c2=O)cc1 | -4%
Clc1cccc(CN2CC[C@H](c3nc4ccccc4[nH]3)C2)c1 | -26%[86.2 µM]
Cc1ncsc1CCC(=O)N[C@H](c1cccs1)C1CC(O)C1 (some centres undefined) | 15%
CCOc1ccc(N(C(=O)CC(C)C)S(=O)(=O)c2ccc3c(c2)oc(=O)n3C)cc1 | ?
O=C(NCCCN1CCN(c2cccc(Cl)c2)CC1)c1nnc(Cc2ccc(F)cc2Cl)o1 | -7%
O=C(NCc1nnc2n1CCCC2)c1cccc(C2CCNC2)c1 (centres undefined) | -1%
CN(C)C(=O)CNC(=O)Cn1c(=O)c2c(ncn2Cc2ccco2)n(Cc2ccccc2)c1=O | 4%
O=C(C1CCC(CO)CC1)N1CCC2(CCC(=O)N(C3CC3)C2)CC1 (centres undefined) | 46%[activator]
CCOc1cc(/C=C2\NC(=O)NC2=O)cc(I)c1OCc1ccc(C(=O)O)cc1 | -22%
CN(Cc1nccs1)C(=O)CC(c1ccccc1)c1cccc(Cl)c1 (centres undefined) | 13%
CCOc1ccc(C(=O)CCC(=O)N(CC#N)C2CC2)cc1 | 11%

Compound | KDM5B inhibitor
CC1CCN(C(=O)C2CCN(C(=O)c3ccc4cc[nH]c4c3)CC2)CC1 | ?
COc1ccc(Nc2cc3c(cn2)CN(CCc2ccccc2)CCN3)cn1 | ?
CCc1ccccc1NC(=O)C(=O)NCCCN1CCOCC1 | -29%
CC(=O)N1CCN([C@H]2[C@@H]3OC[C@@H](O3)[C@@H](NCc3ccc4c(c3)OCO4)[C@@H]2O)CC1 | 8%[86.2 µM]
O=C1NCc2ccccc2CC12CCN(Cc1cnc3ccccc3c1)CC2 | 20%[115 µM]
CN1CCCC2(C1)CN(Cc1cccnc1)c1ccc(C(=O)NCc3cccs3)cc12 (centres undefined) | -35%[86.2 µM]
CCN(C(=O)Cn1c(SCC(=O)Nc2ccc(OC)cc2)nc2ccccc21)c1cccc(C)c1 | ?
COc1cc(C(=O)N(c2cc(C)cc(C)c2)C2C=CS(=O)(=O)C2)cc(OC)c1OC (centres undefined) | 26%
CCOc1ccc(NC(=O)c2cc(=O)c3ccccc3o2)cc1 | -3%
CN1CCN(C(=O)CC[C@@H]2CNC(=O)[C@@H]3C[C@H](NC(=O)c4cccc(F)c4)CN23)CC1 | -12%[86.2 µM]
O=C(C[C@H]1NC(=O)c2ccccc2NC1=O)NC1CCCCC1 | -9%
Cc1sc2ncn(CC(=O)Nc3ccc(C(F)(F)F)cc3)c(=O)c2c1S(=O)(=O)N1CCN(C)CC1 | -11%
CC(C)(C)c1noc(CN2CCN(C(=O)c3cccs3)CC2)n1 | 11%
CCc1cccc(C)c1NC(=O)c1cc2ccccc2oc1=O | -1%
O=C1CCN(C(=O)C2CCCC2)CCCC(C(=O)N2CCN(c3ccccn3)CC2)CCN1 (centres undefined) | ?
CCCCC(=O)Nc1ccc2oc(-c3cccc(F)c3)nc2c1 | 71%[activator]
COc1ccc(OC)c(C2C(C(=O)Nc3ccccc3OC)=C(C)Nc3c(C(=O)Nc4ccc(F)cc4)cnn32)c1 (centres undefined) | ?
O=C(CN1CCN(C(=O)c2cc(-c3ccccc3)nc3ccccc23)CC1)NC1CC1 | -7%
CCC(=O)Nc1c(-c2cc(=O)oc3ccc(C(C)C)cc23)oc2ccccc12 | -23%
COc1cccc(CC(=O)N[C@@H]2CN(Cc3ccncc3)C[C@H]2CN(C)C)c1 | ?
COc1ccc(NC(=O)C2CC(=O)Nc3nc(N4CCc5ccccc5C4)[nH]c(=O)c32)cc1 (centres undefined) | -10%
COc1ccc(C(=O)N2CCC(O)(CO)CC2)c(OC)c1OC | 15%
CCOc1ccc(-c2cc3c(=O)n(CCNC(=O)c4cccc(N(C)C)c4)ccn3n2)cc1 | 32µM*
CCOc1ccc2[nH]c3c(NCCCOC)ncnc3c2c1 | ?
COc1ccc(NC(=O)N2CCOc3ccc(CN4CCc5ccccc5C4)cc3C2)cc1 | ?

Arranged by number of heavy atoms (descending): some entries from above
Compound | KDM5B inhibitor
O=C1CCN(C(=O)C2CCCC2)CCCC(C(=O)N2CCN(c3ccccn3)CC2)CCN1 (centres undefined) | ?
CN1CCN(C(=O)CC[C@@H]2CNC(=O)[C@@H]3C[C@H](NC(=O)c4cccc(F)c4)CN23)CC1 | -12%[86.2 µM]
CC1CCN(C(=O)C2CCN(C(=O)c3ccc4cc[nH]c4c3)CC2)CC1 | ?
O=C(C[C@H]1NC(=O)c2ccccc2NC1=O)NC1CCCCC1 | -9%

The list is partial; rates above refer to the full screens.
